Compound activity as filed in PubChem BioAssay.
D1 PAM – enhances dopamine response at the human D1 receptor; P21728; HEK293 TREx D1 cells, calcium flux, dopamine EC20 potentiation; potentiation, % at 10 µM; actives 0.036% (n = 360,000); in the data active means potentiation above about 30%; further: 0% is about no effect
RXFP1 agonist – agonists of human relaxin receptor RXFP1; Q9HBX9; HEK293T-RXFP1 cAMP TR-FRET, 30 min; response scale: percent of porcine relaxin response, buffer zero; Potency, µM (top dose mostly 57.5 µM), for inactives: at the highest dose activation, actives largely listed as activators; actives 0.3% (n = 370,000); further: potency means the concentration at half of the fitted maximal effect; on the % scale 0 is the no-effect control and ±100 the full control effect; nearly all actives have a fitted effect of over 60% in size; many of its hits are not listed in these tables
Target sequence (Q9HBX9 whole entry, looked up): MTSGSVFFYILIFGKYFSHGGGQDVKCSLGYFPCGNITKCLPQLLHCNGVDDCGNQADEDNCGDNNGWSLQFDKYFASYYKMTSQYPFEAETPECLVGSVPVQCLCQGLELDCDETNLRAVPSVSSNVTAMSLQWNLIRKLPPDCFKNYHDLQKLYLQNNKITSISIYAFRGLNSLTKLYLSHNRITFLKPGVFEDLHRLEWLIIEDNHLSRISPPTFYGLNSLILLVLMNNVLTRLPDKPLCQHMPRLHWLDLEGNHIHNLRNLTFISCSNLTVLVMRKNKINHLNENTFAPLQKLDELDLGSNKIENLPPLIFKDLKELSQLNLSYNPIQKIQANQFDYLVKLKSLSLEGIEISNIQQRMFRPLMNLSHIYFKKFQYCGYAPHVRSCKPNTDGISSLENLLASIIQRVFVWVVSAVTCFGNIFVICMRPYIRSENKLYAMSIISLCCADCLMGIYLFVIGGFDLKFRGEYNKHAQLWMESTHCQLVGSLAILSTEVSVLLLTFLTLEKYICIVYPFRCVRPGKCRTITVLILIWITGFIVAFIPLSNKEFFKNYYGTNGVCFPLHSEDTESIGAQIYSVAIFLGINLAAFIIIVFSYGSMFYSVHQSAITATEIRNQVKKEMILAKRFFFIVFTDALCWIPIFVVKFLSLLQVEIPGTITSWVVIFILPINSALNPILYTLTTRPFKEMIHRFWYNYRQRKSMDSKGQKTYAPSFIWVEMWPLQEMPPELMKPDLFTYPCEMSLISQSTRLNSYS
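HEK293 cells stably expressing RXFP1, treated 30 min at 37C with compounds plus PDE4 inhibitor Ro 20174; cAMP measured by HTRF TR-FRET. Normalized to buffer and 29 nM porcine relaxin; EC50 by Hill fit.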
D2 potentiator – D2 dopamine receptor (human) potentiation; actives 0.34% (n = 340,000); potentiation, % at 10 µM; AID 485347; HEK293 T-REx D2, calcium flux, EC20 dopamine potentiation; P14416;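 active means potentiation over 3 SD above the plate norm, cut at about 30% in these data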; further: 0% is about no effect
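Using a no-wash calcium dye in inducible, force-coupled HEK293 Trex cells expressing D2, we tracked fluorescence each second for 180 s after compound, then for 180 s after EC20 dopamine to detect augmented signalling.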
TRHR PAM – TRH receptor (human) allosteric enhancement; TRHR cells, fluo-8 calcium fluorescence, EC20 TRH enhancement; enhancement, % at 2 µM; actives 0.66% (n = 360,000); AID 493056; in the data active means enhancement above about 30%; further: 0% is about no effect
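TRHR-expressing cells loaded with fluo-8 calcium dye were read kinetically (ex 480/em 530) during compound addition, then stimulated with an EC20 of TRH (10 nM final). Enhancement of the Gq-mediated intracellular calcium response was scored.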
D1 ag – activates the human D1 dopamine receptor. P21728. actives 1% (n = 360,000). activation, % at 2 µM. AID 504660. HEK293 T-REx D1 cells, calcium flux, agonist mode; in the data active means activation above about 30%; further: 0% is about no effect
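Inducible HEK293 T-REx D1 cells, force-coupled to calcium signalling, were plated at 4000 cells/well with tetracycline and held overnight at 30 C. After no-wash calcium dye loading, compound-evoked calcium rise over 180 s flagged agonists.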
Apoferritin bind – binds horse apoferritin like a general anesthetic | apoferritin/1-aminoanthracene competitive binding, fluorescence | actives 0.074% (n = 350,000) | P02791 | Potency, µM (highest dose often 77.5 µM), without a hit: top-dose activity change, negative = displacement, actives largely listed as inhibitors; further: potency means the concentration at half of the fitted maximal effect; on the % scale 0 is the no-effect control and ±100 the full control effect; nearly all actives have a fitted effect of over 20% in size
Target sequence (P02791 2-175 limits assumed): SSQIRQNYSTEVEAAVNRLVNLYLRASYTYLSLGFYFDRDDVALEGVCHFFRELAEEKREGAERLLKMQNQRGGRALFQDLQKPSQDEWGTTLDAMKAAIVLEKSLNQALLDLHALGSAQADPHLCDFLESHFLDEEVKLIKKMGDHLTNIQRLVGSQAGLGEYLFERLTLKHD
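Probe: 1-aminoanthracene (50% saturated, PBS). Protein: horse-spleen apoferritin, 10 uM. Incubation: 10 min, room temperature. Detection: 380 nm excitation, 535 nm emission. Analysis: normalized response, four-parameter Hill.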
RXFP1 antagonist – blocks the human relaxin receptor RXFP1; Q9HBX9; HEK293-RXFP1, relaxin-stimulated cAMP HTRF, 30 min; stronger effect = lower value; AID 1259400; actives 0.59% (n = 350,000); activity change, negative = inhibition, % at 57.5 µM;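 active means activity change of -60% or lower, but not beyond a set lower limit; inconclusive means change between -60% and -40%, or beyond the set limit; inactive means change above -40%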; further: on the % scale 0 is the no-effect control and ±100 the full control effect
TRHR ag – activates the human TRH receptor; P34981; TRHR cells, calcium flux fluo-8, FDSS agonist mode; activation, % at 2 µM; actives 0.18% (n = 360,000); in the data active means activation above about 30%; further: 0% is about no effect
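Fluo-8-loaded TRHR cells; 10 s baseline, compound added, kinetic Ca2+ fluorescence read 1/s, agonist mode.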
D1 antagonist – blocks dopamine activation of the human D1 receptor; P21728; HEK293 TREx D1 cells, calcium flux, dopamine EC80; stronger effect = lower value; activity change, negative = inhibition, % at 10 µM; actives 3.2% (n = 360,000); AID 504652; in the data active means activity change below about -30%; further: on the % scale 0 is the no-effect control and ±100 the full control effect
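Calcium flux readout: force-coupled, inducible Hek293 Trex D1 line, cells induced overnight at 30 C with tetracycline, dye-loaded 30–90 min at RT. Antagonism scored against EC80 dopamine challenge given 180 s after compound.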
An asterisk follows results filed as active; ? = inconclusive; . = no result given. Unless noted, the call rests on the fitted dose curve; in most records, active means well fitted curve in the direction sought with a large enough effect; inconclusive means small, poorly fitted or top-dose-only effect, or another doubt; inactive means no such curve, though single readings can be large; an effect the other way counts as inactive or inconclusive. Some of the compounds tested; rates above refer to the full screens.

SMILES | D1 PAM | RXFP1 agonist | D2 potentiator | TRHR PAM | D1 ag | Apoferritin bind | RXFP1 antagonist | TRHR ag | D1 antagonist
CC(=O)Nc1ccc(C(=O)CSc2nnc3ccc4ccccc4n23)cc1 | -1 | 4.4% | -1 | 1 | 0 | -8% | -6 | -0.2 | -9
O=C(NCc1cccnc1)c1cc(Sc2ccccc2Cl)nc2ccccc12 | -4 | 1.7% | 3 | -15 | 7 | -21% | -11 | -0.1 | -9
COc1cccc(CNCc2ccccn2)c1OC | -11 | -0.4% | -2 | -8 | 3 | -2% | -19 | 0.5 | -23
CSc1ncc(Cl)c(C(=O)Nc2nnc(SC)s2)n1 | 1 | 0.1% | . | 1 | 1 | 5% | 11 | 0.1 | 8
COCCNc1nc2nonc2nc1N(C)Cc1cccc2cnccc12 | -1 | -1.1% | 6 | 13 | 3 | -7% | -4 | 0.1 | -8
C=C(C)c1cccc(C(C)(C)NC(=O)Nc2cc(C)ccn2)c1 | -1 | 0.6% | 4 | 46* | 5 | -7% | . | 0.3 | -2
c1csc(-c2ccc(N3CCOCC3)nn2)c1 | -2 | 4.8% | -5 | 7 | 1 | -4% | 10 | -1.3 | 3
CCCCC1(C)NC(=O)N(CC(=O)Nc2ccc(S(=O)(=O)N3CCOCC3)cc2)C1=O (stereo not given) | 0 | 2.2% | 9 | 16 | 7 | ? | -1 | -0.6 | -5
CC(C)(CC(=O)NCc1ccc(Cl)cc1Cl)CC1=NS(=O)(=O)c2ccccc2N1 | -5 | 5.3% | -14 | -3 | 21 | -13% | . | 0.1 | -51*
CSCC[C@H](NC(=O)C1=NN(c2c(F)c(F)cc(F)c2F)C(=O)CC1)c1nc2ccccc2[nH]1 | -2 | 0.1% | -11 | -2 | 2 | -3% | 2 | 0.4 | 2
Cc1cc(=O)[nH]c(NCCO)n1 | 0 | -0.8% | -10 | -10 | 2 | 0% | 6 | 0.6 | -3
CN(Cc1ccccc1)C(=O)NC1CCCCC1 | -4 | -0.3% | 8 | 6 | -3 | -6% | -11 | -0.5 | 8
CCCNCc1cc(OC)c(OCC(=O)NCCc2ccccc2)cc1Br | -6 | -0.6% | 1 | -3 | 13 | -14% | . | 1.0 | 23
Cc1ccc(C(=O)OC2CCS(=O)(=O)c3sccc32)cc1 (stereo not given) | -8 | 2.5% | -3 | 7 | 6 | -10% | -8 | 0.5 | -9
O=C(Cn1nc(Cl)nc1Cl)c1ccccc1 | 3 | -0.5% | -7 | -6 | -1 | -12% | -8 | 0.3 | -14
Cc1ccc(NC(=O)Cn2cc(S(=O)(=O)c3ccc(F)cc3)c(=O)c3cc4c(cc32)OCO4)cc1 | -2 | 6.4% | -10 | -3 | 1 | -18% | . | 1.2 | 2
CC(=O)NCC(=O)N1CCCC(C(=O)c2ccc3c4c(cccc24)CC3)C1 (stereo not given) | 0 | 0.2% | -5 | -9 | 3 | 6% | 2 | -2.0 | 0
CCOc1ccc(NC(=O)n2ncc3c(C)cccc32)cc1 | 3 | 12% | . | 1 | 2 | 0% | -3 | -0.5 | -1
CCCN(C(=O)CSc1cc(-c2ccccc2)c2ccc(OC)cc2n1)C1CCS(=O)(=O)C1 (stereo not given) | 4 | -0.9% | -1 | -7 | 5 | -6% | -1 | 0.4 | 12
Cc1nc2sc(-c3ccccc3)cc2c(=O)n1N | 2 | 3.2% | 9 | -2 | 2 | 1% | -5 | -0.1 | 17
COC(=O)CSc1ncnc2scc(-c3ccccc3)c12 | -8 | 5.5% | 3 | -3 | 9 | 0% | -8 | 2.8 | -3
COc1ccc(C(CNC(=O)Nc2cccc(C)c2)N2CCN(C)CC2)cc1 (stereo not given) | 7 | 0.9% | -12 | 0 | 4 | -8% | -4 | -1.4 | -18
COc1cc(/C=N/NC(=O)Cc2nnc(NC(=O)c3ccccc3)s2)ccc1O | 1 | 0.0% | -2 | -1 | 8 | -15% | -11 | -0.1 | 3
COc1ccc(N2CCN(C(=S)NC(=O)c3cccs3)CC2)c([N+](=O)[O-])c1 | -13 | 2.5% | 3 | -23 | 0 | ? | -12 | -0.4 | -1
O=C(c1cc2ccc3cccnc3c2[nH]1)N1CCN(c2cccc(C(F)(F)F)c2)CC1 | 5 | -0.8% | 2 | 3 | 7 | -19% | 3 | -1.6 | -4
(next part)
SMILES | D1 PAM | RXFP1 agonist | D2 potentiator | TRHR PAM | D1 ag | Apoferritin bind | RXFP1 antagonist | TRHR ag | D1 antagonist
Cc1cccc(Cn2cc(SCC(=O)Nc3nccs3)c3ccccc32)c1 | 1 | 0.2% | 3 | -6 | -2 | -7% | 0 | 0.3 | -14
COCC1CCCCN1C(=O)CCCn1nnnc1CN1CCC(C)CC1 (stereo not given) | 1 | 2.1% | 3 | 0 | 1 | -5% | -6 | 0.1 | -20
COc1ccccc1/C=C(/NC(=O)c1ccc(Cl)cc1Cl)C(=O)O | 4 | -0.6% | 6 | -4 | 3 | -2% | -5 | -0.8 | -2
O=C(Nc1ccc(F)cc1)[C@@H](c1ccccc1)N1Cc2ccccc2C1=O | -1 | 0.3% | -3 | -6 | -1 | -3% | . | 1.0 | -26
Cc1cc(C)n(-c2nnc(C)n2NC(=O)c2cccc(Cl)c2)n1 | 8 | 0.4% | -3 | -3 | 0 | -2% | -1 | -0.1 | -1
O=C(CNC(=O)[C@@H]1Cc2ccccc2CN1)NCc1ccco1 | 1 | -2.8% | -2 | 0 | 0 | -8% | -10 | 0.0 | 5
O=C(c1ccccc1Sc1ccc([N+](=O)[O-])cc1)N1CCCCC1 | -6 | -0.8% | 7 | -6 | 9 | 0% | 6 | -0.1 | -15
O=C(O)CC1SC(=Nc2cccc(C(F)(F)F)c2)NC1=O (stereo not given) | -5 | -1.1% | -10 | -3 | 2 | -5% | 2 | 0.0 | 4
CCC(NC(=O)c1ccc2nc(Cc3ccc(OC)cc3)oc2c1)c1ccncc1 (stereo not given) | -8 | -1.7% | -3 | -3 | 21 | 4% | 5 | 0.7 | -41*
Cc1cc(C)cc(Nc2c3c(nc4ncnn24)CCC3)c1 | -2 | 3.2% | 3 | -3 | 0 | -11% | -20 | -1.5 | 3
Cc1cccc(-c2cc(N)n(-c3ccccc3)n2)c1 | -1 | 0.3% | -5 | -6 | 5 | -8% | -11 | -1.9 | -11
CC(C)c1ccc(Nc2c([N+](=O)[O-])c(=O)n(C)c3ccccc23)cc1 | -5 | 13% | -13 | -2 | 2 | ? | 1 | -0.5 | -50*
O=C(c1c[nH]c(C(=O)C(Cl)(Cl)Cl)c1)c1ccccc1Cl | -2 | 3.1% | 10 | -8 | 1 | -8% | 1 | 0.5 | 8
COc1cccc(-c2nc(CS(=O)(=O)CC(=O)NC3CCC(C)CC3)c(C)o2)c1 (stereo not given) | -7 | 3.2% | 5 | -4 | 1 | ? | 1 | -0.8 | 2
COc1ccccc1OCC(=O)NC1CCCCCC1 | 2 | 1.3% | 7 | 4 | -1 | ? | -9 | -0.1 | 13
CC(C)N(N=Nc1ccc([N+](=O)[O-])cc1)C(C)C | 1 | 0.2% | 2 | -2 | -2 | -20% | -38 | 0.3 | 7
O=C(NC(=O)c1ccccc1F)Nc1nc(-c2cccs2)cc(C(F)(F)F)n1 | 7 | -0.9% | 2 | -7 | -3 | -23% | . | 0.8 | 53
O=C(Cc1ccccc1)Nc1ccccc1C(=O)O | -4 | -0.5% | 8 | -2 | 8 | -9% | -1 | -0.4 | -2
COC(=O)c1ccc(NC(=O)C(=O)NCCc2csc(-c3ccc(C(F)(F)F)cc3)n2)cc1 | -5 | 0.5% | -3 | -3 | 2 | 0% | -2 | 0.1 | 13
CCCn1c(CCC(=O)O)nc2cc(S(=O)(=O)N(CC)CC)ccc21 | -8 | 1.0% | 1 | -5 | 4 | -2% | -2 | -0.1 | -14
CCN(CC)CCN(Cc1cc2cc(C)ccc2[nH]c1=O)C(=O)Nc1ccccc1OC | -2 | 0.9% | . | 11 | 0 | 6% | -19 | -0.5 | 7
O=C(NCC1CCCO1)c1c(O)c2cccc3c2n(c1=O)CCC3 (stereo not given) | 0 | 2.8% | 1 | 3 | 0 | -8% | -22 | -0.2 | -53*
CSc1ccccc1OCc1cc(C(=O)NC(C)Cn2cncn2)no1 (stereo not given) | -2 | 0.4% | -11 | 7 | -1 | -14% | -10 | -0.3 | -3
CN(C)c1ccc(/C=C(\Cl)c2nc3ccccc3s2)cc1 | -1 | 0.1% | 4 | 1 | 99* | -7% | . | -0.7 | -36*

Of the compounds above, these contain an aryl methoxy group:
SMILES | D1 PAM | RXFP1 agonist | D2 potentiator | TRHR PAM | D1 ag | Apoferritin bind | RXFP1 antagonist | TRHR ag | D1 antagonist
COc1cccc(CNCc2ccccn2)c1OC | -11 | -0.4% | -2 | -8 | 3 | -2% | -19 | 0.5 | -23
CCCNCc1cc(OC)c(OCC(=O)NCCc2ccccc2)cc1Br | -6 | -0.6% | 1 | -3 | 13 | -14% | . | 1.0 | 23
CCCN(C(=O)CSc1cc(-c2ccccc2)c2ccc(OC)cc2n1)C1CCS(=O)(=O)C1 (stereo not given) | 4 | -0.9% | -1 | -7 | 5 | -6% | -1 | 0.4 | 12
COc1ccc(C(CNC(=O)Nc2cccc(C)c2)N2CCN(C)CC2)cc1 (stereo not given) | 7 | 0.9% | -12 | 0 | 4 | -8% | -4 | -1.4 | -18
COc1cc(/C=N/NC(=O)Cc2nnc(NC(=O)c3ccccc3)s2)ccc1O | 1 | 0.0% | -2 | -1 | 8 | -15% | -11 | -0.1 | 3
COc1ccc(N2CCN(C(=S)NC(=O)c3cccs3)CC2)c([N+](=O)[O-])c1 | -13 | 2.5% | 3 | -23 | 0 | ? | -12 | -0.4 | -1
COc1ccccc1/C=C(/NC(=O)c1ccc(Cl)cc1Cl)C(=O)O | 4 | -0.6% | 6 | -4 | 3 | -2% | -5 | -0.8 | -2
CCC(NC(=O)c1ccc2nc(Cc3ccc(OC)cc3)oc2c1)c1ccncc1 (stereo not given) | -8 | -1.7% | -3 | -3 | 21 | 4% | 5 | 0.7 | -41*
COc1cccc(-c2nc(CS(=O)(=O)CC(=O)NC3CCC(C)CC3)c(C)o2)c1 (stereo not given) | -7 | 3.2% | 5 | -4 | 1 | ? | 1 | -0.8 | 2
COc1ccccc1OCC(=O)NC1CCCCCC1 | 2 | 1.3% | 7 | 4 | -1 | ? | -9 | -0.1 | 13
CCN(CC)CCN(Cc1cc2cc(C)ccc2[nH]c1=O)C(=O)Nc1ccccc1OC | -2 | 0.9% | . | 11 | 0 | 6% | -19 | -0.5 | 7
